Compound activity as filed in PubChem BioAssay.
AmpC detergent: blocks E. coli AmpC beta-lactamase in detergent assay. AmpC hydrolysis of nitrocefin, absorbance 480 nm, 0.01% Triton. 370,000 compounds, 0.041% hits. P00811. Potency, µM (titrated, usually from 114 µM), for inactives: top-dose activity change, negative = inhibition, most hits filed as inhibitors;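 also: potency is read from the fitted curve at half-maximal effect; 0% = no-compound wells and -100% = no-enzyme wells; nearly all actives have a fitted effect of over 25% in size; some results filed as inactive show a strong effect at the top dose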
Target sequence (P00811 whole entry, looked up): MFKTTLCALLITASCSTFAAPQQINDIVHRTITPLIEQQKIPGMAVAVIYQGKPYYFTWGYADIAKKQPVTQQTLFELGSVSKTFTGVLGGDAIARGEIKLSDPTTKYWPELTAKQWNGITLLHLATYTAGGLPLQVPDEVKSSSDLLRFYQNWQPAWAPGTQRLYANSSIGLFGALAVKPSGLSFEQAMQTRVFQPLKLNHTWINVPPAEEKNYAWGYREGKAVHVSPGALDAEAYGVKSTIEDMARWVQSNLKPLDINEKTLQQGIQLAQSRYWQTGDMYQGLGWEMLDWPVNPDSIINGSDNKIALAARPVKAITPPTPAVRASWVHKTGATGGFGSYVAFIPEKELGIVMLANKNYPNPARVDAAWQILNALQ
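AmpC (5.3 nM in the dispensed reagent) in 20 mM phosphate pH 7.0 with 0.01% (detergent screen) or 0.0001% Triton X-100 was preincubated with compounds for 15 min at room temperature. Nitrocefin was then added from an 800 uM solution, and hydrolysis was followed at 480 nm.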
AMA1-RON2 inh: AMA1-RON2 (P. falciparum) interaction inhibition; 360,000 compounds, 0.2% hits; AlphaScreen AMA1-biotinylated RON2 peptide binding; AID 720542; Potency, µM (highest dose often 58.2 µM), inactives show at the highest dose activity change, negative = inhibition, usual class: inhibitors;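 also: potency is read from the fitted curve at half-maximal effect; 0% = vehicle wells and -100% = peptide control; nearly all actives have a fitted effect of over 45% in size; some results filed as inactive show a strong effect at the top dose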
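AMA1 (3D7) with his tag at 25 nM final met compounds first, then biotinylated RON2 peptide at 25 nM; detection used donor plus acceptor beads, 10 µg/mL apiece, read by AlphaScreen after 30 min at room temperature.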
HCMV inh: blocks human cytomegalovirus replication; HFF cells, HCMV-luciferase reporter, 72 h; hits give low values; activity change, negative = inhibition, % at 57.5 µM; 410,000 compounds, 4.5% hits; AID 1259415; in the data active = activity change below about -60%; inconclusive = no clear call, values can overlap the other calls; inactive = above about -39%
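Two compound doses tested in HFFs infected with HCMV-luciferase, MOI 1 PFU/cell, 72 h at 37C. Lysate luminescence read with OneGlo; data normalized against buffer-only and 10uM Salinomycin inhibitor controls.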
FBPA Giardia inh: inhibitors of Giardia lamblia fructose-1,6-bisphosphate aldolase | A8B2U2 | purified Giardia FBPA | Potency, µM (doses to about 59.6 µM), inactives show at the top dose activity, negative = inhibition, usual class: inhibitors | 290,000 compounds, 0.71% hits | AID 2451; also: potency is read from the fitted curve at half-maximal effect; nearly all actives have a fitted effect of over 55% in size
Target sequence (A8B2U2 whole entry, looked up): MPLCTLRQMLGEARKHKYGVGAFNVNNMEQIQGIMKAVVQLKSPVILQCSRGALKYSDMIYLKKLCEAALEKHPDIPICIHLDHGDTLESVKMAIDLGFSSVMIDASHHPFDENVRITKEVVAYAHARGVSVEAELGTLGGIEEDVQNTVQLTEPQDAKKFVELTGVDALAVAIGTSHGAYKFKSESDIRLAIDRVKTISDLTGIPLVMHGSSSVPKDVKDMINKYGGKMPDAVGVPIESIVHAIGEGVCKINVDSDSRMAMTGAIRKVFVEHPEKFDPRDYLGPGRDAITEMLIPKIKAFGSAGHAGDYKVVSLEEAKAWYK
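40 nM FBPA preincubated 10 min at RT with compound (up to 57.5 uM final), then substrate plus GAPDH/TPI/NAD/arsenate coupling and diaphorase/resazurin added. Fluorescence read after 20 min at RT, 525/598 nm.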
Sm TGR block: inhibitors of Schistosoma mansoni thioredoxin glutathione reductase. Q962Y6. purified TGR, DTNB reduction, TNB absorbance 405 nm. Potency, µM (highest dose often 114 µM), for inactives: at the highest dose activity change, negative = inhibition, most hits filed as inhibitors. 360,000 compounds, 3% hits. AID 485364; also: potency is read from the fitted curve at half-maximal effect; nearly all actives have a fitted effect of over 60% in size
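TGR 20 nM + NADPH 100 uM (dispensed conc.), cpd preinc 15 min RT; start with NADPH (500 uM addition) then DTNB (15 mM addition). Kinetic TNB absorbance, 405 nm filter. Four-parameter Hill fit across titration.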
HCV inhibitor: HCV inhibition; Potency, µM (series often up to 41.8 µM), for inactives: top-dose activity change, negative = inhibition, actives largely listed as inhibitors; Huh7.5.1 HCVcc-Cre infection, luciferase reporter, 44 h; 340,000 compounds, 3.4% hits; also: potency is read from the fitted curve at half-maximal effect
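After 44 h co-culture of compound, cells and HCVcc-Cre (~0.5 moi), substrate is added for 15 min at room temperature and luciferase measured over 15 sec. Cells were seeded at 1,000/well and pre-cultured 4 h.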
* hit, by the source's call; u = inconclusive; x = not tested or not shown; & = joins results of further samples; [ ] = another dose, or the depositor's remark. Unless noted, calls follow the shape of the dose curve; as a rule, active = well fitted curve in the direction sought with a large enough effect; inconclusive = small, poorly fitted or top-dose-only effect, or another doubt; inactive = no such curve, though single readings can be large; an effect the other way counts as inactive or inconclusive. Unless noted, % is scaled to controls: 0 for no effect and ±100 for the full control effect. No enrichment for hits; overall some 9.3% were active at least once.

mol	AmpC detergent	AMA1-RON2 inh	HCMV inh	FBPA Giardia inh	Sm TGR block	HCV inhibitor
O=C(CN(C(=O)c1ccc(Cl)cc1Cl)N1C(=O)C2C3C=CC(C3)C2C1=O)c1ccc(F)cc1 (stereo not given)	x	-14.4%	44.6	x	x	7.7%
COc1ccc(OC)c(C(=O)c2coc3cc(Br)c(O)c(Br)c23)c1	x	-6.9%	12.8	x	x	9.6%
Cc1ccc(C23CC4CC(CC(C(=O)OCC(=O)N(C)C)(C4)C2)C3)cc1	-8.1%	-7.1%	-9.6	-18.8%	-7.0%	7.3%
O=C(c1ccc(CS(=O)(=O)c2ccccc2)o1)N1CCN(c2ccccc2)CC1	-12.4%	-3.9%	-23.1	4.9%	-7.9%	-8.1%
COc1ccccc1C(=O)NCCC(=O)N1CCCC(C)C1 (stereo not given)	0.0%	0.7%	-24.0	-1.1%	-20.0%	6.3%
COCn1c(COc2ccc3ccccc3c2)nc2ccccc21	-12.0%	2.9%	186.7	-5.3%	0.5%	-23.4%
COc1cc(C(c2c(O)c3ccccc3oc2=O)c2c(C)n(C)n(-c3ccccc3)c2=O)ccc1O (stereo not given)	7.4%&-1.3%	9.1%	-0.3&18.6	16.4%	u	1.9%
COc1ccccc1NC(C)C(=O)N/N=C/c1ccccc1OCc1cccc(Br)c1 (stereo not given)	-10.9%	-24.6%	-3.5	-1.6%	1.4%	u
COc1ccc(CCNC(=O)CN2C(=O)NC(C)(c3ccc([N+](=O)[O-])cc3)C2=O)cc1 (stereo not given)	1.0%	-9.8%	-11.8	0.6%	3.4%	-12.6%
Fc1ccc(CN2CCc3nc(Nc4ccccc4)ncc3C2)cc1F	-8.0%	x	-18.4	x	-3.3%	x
Cc1cc(C)cc(NC(=O)CNC(c2ccccc2)c2ccccc2)c1	-5.4%	-8.5%	-13.0	-2.2%	-10.4%	-11.4%
N#C/C(=C\c1cn(Cc2ccccc2C#N)c2ccccc12)C(=O)NCc1cccs1	-7.5%	x	18.2	-0.1%	1.4%	x
NCCCC[C@@H](C(=O)NCCCCCCCCCCC(=O)N1CCNCC1)n1cc(CCCC(=O)O)nn1	-1.3%	-4.4%	x	x	-24.3%	11.6%
COc1cccc(CC(=O)Nc2ccc3nc(C)sc3c2)c1	-7.0%	-12.9%	-4.3	3.9%	-6.6%	-3.6%
COc1ccc(COC(=O)Nc2cn(C)nc2C(F)(F)F)cc1	1.8%	1.8%	-5.3	7.2%	2.0%	-18.0%

New compounds follow:
mol	AmpC detergent	AMA1-RON2 inh	HCMV inh	FBPA Giardia inh	Sm TGR block	HCV inhibitor
CCc1ccc(NC(=O)CSc2nc3ccccc3nc2N2CCCCC2)cc1	-4.1%	3.5%	-36.7	-8.4%	14.1%	-7.4%
CC1CC(C)(C)CC2(C1)NC(=O)N(CC(=O)NCc1ccccc1F)C2=O (stereo not given)	-1.5%	0.5%	u	x	2.3%	14.3%
N#CC(=Nc1ccccc1)c1ccccc1	x	-7.1%	0.7	x	x	6.2%
C[C@H](CO)N1C[C@H](C)[C@@H](CN(C)S(=O)(=O)c2cccs2)Oc2ccc(NC(=O)Cn3cnnn3)cc2C1=O	x	4.8%	-19.7	x	x	12.6%
CC(=O)N(C)c1ccc(N2CCOCC2)c2c1C(=O)c1ccccc1C2=O	x	3.6%	22.2	x	x	3.2%
CN(CC(=O)Nc1ccc(F)cc1)C(=O)c1ccc(-c2ccc(Cl)cc2)o1	-1.9%	-4.2%	-25.7	-1.3%	-27.9%	x
COc1ccc(CCNC(=S)NC(=O)c2ccc(Br)cc2)cc1OC	0.3%	55.5%[activator]	12.9	-8.9%	u	u
Cc1cc2oc(=O)cc(Cn3ccnc3)c2cc1Cl	2.4%	-6.0%	-15.1	19.6%	7.8%	8.2%
Cc1oc(-c2ccc(Cl)cc2)nc1CN1CCCC(C(=O)NCc2ccccn2)C1 (stereo not given)	1.6%	15.1%	u	4.6%	-0.3%	u
CC(C)c1ccc2[nH]c(O)c(N=NC(=O)c3cccc(S(=O)(=O)Nc4cccc(Cl)c4)c3)c2c1	-7.1%	-1.4%	u	6.6%	11.0%	19.7%
Cc1ccc2c(c1)N(S(=O)(=O)c1ccc(CN3C(=O)c4cccnc4C3=O)s1)CCO2	0.5%	48.6%[activator]	-0.1	x	3.1%	11.3%
COc1ccccc1CNc1ncnc2cc(OC)c(OC)cc12	0.5%	9.4%	-3.4	0.6%	6.7%	u
CCSc1cnn(-c2ccccc2)c(=O)c1Cl	x	16.2%	u	x	x	-10.0%
CCOC(=O)c1ccccc1NC(=O)CSc1ncc2c(n1)-c1ccccc1N(CC)S2(=O)=O	2.4%	x	-5.3	x	12.8%	x
Cn1c(=O)c2c(nc(NCc3cccnc3)n2Cc2cccc(C(F)(F)F)c2)n(C)c1=O	u	-0.2%	17.9	3.0%	-5.9%	u

2 records drawn at random from the list so far:
mol	AmpC detergent	AMA1-RON2 inh	HCMV inh	FBPA Giardia inh	Sm TGR block	HCV inhibitor
Cc1oc(-c2ccc(Cl)cc2)nc1CN1CCCC(C(=O)NCc2ccccn2)C1 (stereo not given)	1.6%	15.1%	u	4.6%	-0.3%	u
C[C@H](CO)N1C[C@H](C)[C@@H](CN(C)S(=O)(=O)c2cccs2)Oc2ccc(NC(=O)Cn3cnnn3)cc2C1=O	x	4.8%	-19.7	x	x	12.6%

Continuation.
mol	AmpC detergent	AMA1-RON2 inh	HCMV inh	FBPA Giardia inh	Sm TGR block	HCV inhibitor
Cc1c(CCOC(=O)CC23CC4CC(CC(C4)C2)C3)sc[n+]1CC(=O)c1ccc(Br)cc1	-0.7%	-1.9%	12.6	6.5%	-4.5%	9.9%
Cc1ccc(CNC(=O)CCCNC(=O)c2ccc(Cl)cc2)n1C	1.0%	u	43.4	-12.8%	25.1µM*	16.5%
O=C(CNC(=O)c1ccc(OC(F)F)cc1)NCC1CCCO1 (stereo not given)	4.2%	1.8%	89.0	x	49.2%[activator]	7.1%
O=C(C1CCN(S(=O)(=O)N2CCOCC2)CC1)N1CCN(c2ccccc2F)CC1	7.1%	18.2%	u	3.9%	8.4%	-3.3%
CN1CCN(C(=O)/C(=C\c2cccnc2)NC(=O)c2cccc(Br)c2)CC1	-1.3%	-3.1%	-33.3	x	-0.4%	17.1%
OCC[C@@H]1C[C@H](O)[C@@H](O)[C@@]2(OCCc3ccccc32)O1	-15.2%	7.4%	x	6.7%	-26.2%	-21.2%
CCOC(=O)c1nc2sc3c(c2c(=O)n1C(C)C(=O)OCC)CCCC3 (stereo not given)	1.5%	4.3%	-6.4	-0.5%	1.6%	u
COc1ccc(C2C(C(=O)N3CCCC3)c3cc(OC)c(OC)cc3C(=O)N2C)cc1 (stereo not given)	3.1%	6.8%	31.0	1.0%	-1.3%	-6.4%&17.5%
COc1ccc(C2=NC3(CCCCCC3)N(CC(=O)Nc3ccc(C)c(C)c3)C2=O)cc1	8.4%	x	-19.0	x	1.7%	x
COc1ccc(Cl)cc1NC(=O)C1CCCN(S(C)(=O)=O)C1 (stereo not given)	-6.9%	0.0%	-30.1	-7.2%	-10.2%	-26.3%
Cc1cc(C)n2nc(CNS(=O)(=O)c3ccc(F)c(C)c3)nc2n1	-12.1%	-7.6%	13.0	3.7%	13.1%	26.7%
C/C(CC(=O)Nc1ccc(Cl)c(C(F)(F)F)c1)=N\NC(=O)c1cccc(O)c1	1.9%	19.0%	-15.0	-18.3%	12.2%	-13.3%
COc1cc2nc(SCc3ccc(Cl)cc3)n3nc(CCn4nc(C)cc4C)nc3c2cc1OC	-6.2%	x	9.9	x	4.9%	x
COC(=O)c1ccc(NC2=CC(=O)CC(C)(C)C2)cc1	u	-8.8%	39.6	2.6%	-0.7%	-3.9%
Cc1ccccc1NN=Nc1nc2c([nH]1)c(=O)n(C)c(=O)n2C	u	9.3%	-27.5	-21.3%	56.2µM*	-0.5%

The list goes on:
mol	AmpC detergent	AMA1-RON2 inh	HCMV inh	FBPA Giardia inh	Sm TGR block	HCV inhibitor
S=C(NC1CCCC1)N1CCN(c2cccc(Cl)c2)CC1	-4.0%	-2.7%	u	5.5%	38.5%[activator]	12.6µM*
Cn1c(Sc2ccc(Br)cc2)c(C=O)c2ccccc21	u	22.9%	-30.1	-0.7%	22.3%	u
COc1ccc2sc(N(Cc3cccnc3)C(=O)CCc3ccccc3)nc2c1	-2.1%	x	0.0	x	-2.0%	x
CC(=O)c1cc(C#N)c(SCc2ccncc2)nc1C	u	3.4%	u	u	4.4%	-11.2%
CC1(C)CC(=O)C2=C(C1)OC(=O)CC2c1cccs1 (stereo not given)	3.7%	8.0%	19.0	-7.5%	-13.2%	3.8%
CCOc1ccc(CN2C(=O)c3ccccc3Sc3ccc(C(=O)OC)cc32)cc1	1.4%	x	-21.4	x	1.3%	x
CSc1ccc(C#N)cc1NC(=O)c1ccccc1C	-3.7%	-2.7%	-16.2	0.8%	8.7%	u
CCOC(=O)CSc1nc2cc(OC)c(OC)cc2c2nc(-c3ccccc3)nn12	1.9%	x	11.3	x	8.5%	x
CC1CCc2c(sc(NC(=O)c3cccs3)c2C(=O)O)C1 (stereo not given)	0.7%	-1.5%	-78.7*	5.6%	-11.8%	u
COc1ccc(NC2C=CS(=O)(=O)C2)c(OC)c1 (stereo not given)	-12.2%	-6.8%	-34.2	u	u	15.6%
Oc1c(C(c2ccccc2)N2CCN(c3cccc(Cl)c3)CC2)sc2nc(-c3ccco3)nn12 (stereo not given)	-2.4%	x	64.5	x	-1.3%	x

Filtered by structure, the entries above with an aryl thioether with sulfur outside any ring
mol	AmpC detergent	AMA1-RON2 inh	HCMV inh	FBPA Giardia inh	Sm TGR block	HCV inhibitor
CCc1ccc(NC(=O)CSc2nc3ccccc3nc2N2CCCCC2)cc1	-4.1%	3.5%	-36.7	-8.4%	14.1%	-7.4%
CCSc1cnn(-c2ccccc2)c(=O)c1Cl	x	16.2%	u	x	x	-10.0%
CCOC(=O)c1ccccc1NC(=O)CSc1ncc2c(n1)-c1ccccc1N(CC)S2(=O)=O	2.4%	x	-5.3	x	12.8%	x
COc1cc2nc(SCc3ccc(Cl)cc3)n3nc(CCn4nc(C)cc4C)nc3c2cc1OC	-6.2%	x	9.9	x	4.9%	x
Cn1c(Sc2ccc(Br)cc2)c(C=O)c2ccccc21	u	22.9%	-30.1	-0.7%	22.3%	u
CC(=O)c1cc(C#N)c(SCc2ccncc2)nc1C	u	3.4%	u	u	4.4%	-11.2%
CSc1ccc(C#N)cc1NC(=O)c1ccccc1C	-3.7%	-2.7%	-16.2	0.8%	8.7%	u
CCOC(=O)CSc1nc2cc(OC)c(OC)cc2c2nc(-c3ccccc3)nn12	1.9%	x	11.3	x	8.5%	x
